Compound activity: PubChem BioAssay, National Center for Advancing Translational Sciences (NCATS)
A-T KAP1 phos – qHTS Assay for Identifying a Potential Treatment of Ataxia-Telangiectasia; […] A-T fibroblasts, KAP-1 phosphorylation AlphaLISA; neocarzinostatin DNA damage 30 min before lysis; Potency, µM (doses to about 57.5 µM), for inactives: at the highest dose activation, most hits filed as activators; actives 0.19% (n = 320,000); also: potency is read from the fitted curve at half-maximal effect; % of control where 0% means no effect; nearly all actives have a fitted effect of over 45% in size
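hTERT-immortalized A-T patient fibroblasts ([…]), 500 cells/well in OPTI-MEM, 1% FBS, got compounds for 60 min, then NCS for 30 min at 37C. Lysates were then assayed for phospho-KAP-1 by AlphaLISA (anti-pKAP1 donor, anti-KAP1 acceptor beads), 6 hr at 25C.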
Giardia kill – Small Molecules that selectively kill Giardia lamblia: qHTS; Giardia lamblia trophozoite viability; activity change, % at 7.66 µM, hits read low; actives 0.15% (n = 340,000); in the data active = activity change below about -80%; inconclusive = between about -30% and that limit;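 also: parasites exposed to compound for two days anaerobically before the ATP read; % is scaled to controls: 0 for no effect and ±100 for the full control effect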
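Anaerobic 48 hrs incubation at 37 deg C of 100 trophozoites/well with test compounds; ATPLite 1-Step luminescence, 15-30 min RT, reports cellular ATP as viability.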
Tb PFK inh – qHTS Assay to Find Inhibitors of T. brucei phosphofructokinase. Potency, µM (doses to about 57.5 µM), for the others: top-dose activity, negative = inhibition, hits mostly inhibitors. T. brucei PFK, ADP-Glo luminescence. actives 0.17% (n = 330,000);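 also: potency is read from the fitted curve at half-maximal effect; 0% = uninhibited 1x PFK enzyme wells and -100% = no-enzyme wells; nearly all actives have a fitted effect of over 60% in size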
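Luminescent ADP detection (ADP-Glo, two-step: ATP depletion then ADP-to-ATP conversion for luciferase) reported PFK activity after 45 min room-temperature reaction of 1.25 nM enzyme with 0.5 mM F6P and 0.1 mM ATP at pH 8.0.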
TSHR antagonist – Antagonists of the Thyroid Stimulating Hormone Receptor: HTS campaign | TSHR-expressing cells, TSH-stimulated cAMP HTRF, 2 h; stronger effect = lower value | actives 0.2% (n = 330,000) | Thyrotropin receptor (Homo sapiens), P16473 | activity change, negative = inhibition, % at 11.5 µM | AID 504810, 2011;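 active = activity change below a set negative limit, meaning inhibition stronger than a set level, cut at about -70% in these data; inconclusive = activity change between two set negative limits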; also: % is scaled to controls: 0 for no effect and ±100 for the full control effect
Target sequence (P16473 whole entry, looked up): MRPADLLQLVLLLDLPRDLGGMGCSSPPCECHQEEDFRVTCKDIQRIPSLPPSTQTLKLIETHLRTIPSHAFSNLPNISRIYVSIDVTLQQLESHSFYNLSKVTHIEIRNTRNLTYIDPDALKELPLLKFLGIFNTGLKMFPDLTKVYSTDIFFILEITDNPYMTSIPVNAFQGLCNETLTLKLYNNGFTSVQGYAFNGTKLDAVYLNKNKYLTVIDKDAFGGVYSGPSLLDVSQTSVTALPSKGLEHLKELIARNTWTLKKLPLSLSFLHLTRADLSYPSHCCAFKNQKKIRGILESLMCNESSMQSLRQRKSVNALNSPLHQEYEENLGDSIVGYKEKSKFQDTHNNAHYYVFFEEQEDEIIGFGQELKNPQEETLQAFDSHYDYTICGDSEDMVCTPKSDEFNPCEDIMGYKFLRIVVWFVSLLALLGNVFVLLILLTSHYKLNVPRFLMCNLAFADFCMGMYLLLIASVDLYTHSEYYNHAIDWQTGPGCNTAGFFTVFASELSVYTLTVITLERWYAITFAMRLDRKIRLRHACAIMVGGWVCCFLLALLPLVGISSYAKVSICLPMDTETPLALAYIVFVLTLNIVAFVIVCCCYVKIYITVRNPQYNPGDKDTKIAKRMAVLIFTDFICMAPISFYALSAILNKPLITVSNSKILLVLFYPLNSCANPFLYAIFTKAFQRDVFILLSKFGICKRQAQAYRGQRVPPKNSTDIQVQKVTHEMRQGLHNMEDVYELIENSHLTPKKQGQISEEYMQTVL
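Freshly harvested TSHR cells receive pin-tooled compound, then EC80 TSH at 4nM final. After 2 hours at 37 deg C, antibody in lysis buffer and cAMP-d2 are added; 30 minutes at ambient temperature precede the HTRF read.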
CXXC DNA block – qHTS Fluorescence Polarization Assay for Inhibitors of MLL CXXC domain - DNA interaction; Histone-lysine N-methyltransferase 2A (Homo sapiens), Q03164; MLL-CXXC / FITC-HOXA9 DNA fluorescence polarization; Potency, µM (top dose mostly 115 µM), inactives show at the highest dose activity change, negative = inhibition, hits mostly inhibitors; actives 0.037% (n = 290,000); AID 2662, 2010; active = well fitted inhibition curve with a large enough effect in the polarisation, with a control signal flat, not every such curve was filed as active; inconclusive = small, poorly fitted or top-dose-only effect, or effect the other way, or a change in a side signal; inactive = no such curve, though single readings can be large or run the other way; the % refers to the polarisation; also: potency is read from the fitted curve at half-maximal effect
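Purified MLL-CXXC (added from a 7 uM solution) was preincubated 5 min at ambient with pinned compounds in 50 mM Tris-HCl pH 7.5, 50 mM NaCl, 1 mM DTT, 0.05% BSA. Fluorescein-labeled HOX-A9 DNA (50 nM solution) followed, 30 min, then polarization read.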
GALK inh – qHTS Assay for Inhibitors of Human Galactokinase (GALK); P51570; Purified GALK, Kinase-Glo residual ATP luminescence; Potency, µM (doses to about 57.5 µM), without a hit: at the top dose activity change, negative = inhibition, usual class: inhibitors; actives 0.007% (n = 270,000); also: potency is read from the fitted curve at half-maximal effect; % is scaled to controls: 0 for no effect and ±100 for the full control effect
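Luminescence from leftover ATP (Ultra-Glo luciferase/luciferin) served as read-out after a 1 h room-temperature reaction of 5 nM GALK with 35 uM ATP and 100 uM galactose.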
Coupling enz – qHTS Assay for Inhibitors of Fructose-1,6-bisphosphate Aldolase from Giardia Lamblia: Coupling assay counterscreen; coupling enzyme system counterscreen, AmpLite Red fluorescence; activity change, negative = inhibition, % at 58.2 µM, hits read low; actives 0.67% (n = 290,000); in the data active = activity change below about -30%; also: % is scaled to controls: 0 for no effect and ±100 for the full control effect
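First, compound is pin-transferred into glyceraldehyde-3-phosphate coupling-enzyme reagent at 57.5 uM final and held 10 min at RT. Next, substrate, coupling system and AmpLite Red are added. After 20 min RT, fluorescence (525/598 nm) is read.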
BCR signal inh – qHTS Assay to Find Inhibitors of Chronic Active B-Cell Receptor Signaling | ABC-DLBCL IkBa-CBG/CBR reporter, luminescence ratio, 4 h | actives 0.05% (n = 340,000) | Potency, µM (highest dose often 46.1 µM), for the others: at the top dose ratio change, negative = lower green/red ratio, most hits filed as inhibitors | AID 493014, 2011; active = well fitted inhibition curve with a large enough effect in the signal ratio, with a control signal flat, not every such curve was filed as active; inconclusive = small, poorly fitted or top-dose-only effect, or effect the other way, or a change in a side signal; the % refers to the signal ratio;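 also: potency is read from the fitted curve at half-maximal effect; plate controls were basal doxycycline-induced cells for no effect and cells given 10 µM MG132 for full effect; MG132 reads +100%, hits lower the ratio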
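Doxycycline induced both beetle luciferases in TMD8 lymphoma cells; IKK-driven degradation limits the IkappaBalpha-fused green signal, while red luminescence normalises for cell number and nonspecific effects. Compounds tested up to 46 uM, 4 hrs.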
TCR act – Activators of T cell receptors: qHTS campaign | Potency, µM (top dose mostly 9.22 µM), inactives show top-dose activation of IL-2 secretion, usual class: activators | AID 504894, 2011 | 330,000 tested, under 10 active | primary human leukocytes, anti-CD3, IL-2 HTRF, 48 h; also: % of control where 0% means no effect
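Readout: HTRF IL-2, Eu-cryptate/d2 antibody pair, 320nm excitation, 665nm emission. Stimulus: a-CD3 beads, no co-stimulation. Cells: primary human leukocytes. Exposure: 48 hr with compound.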
hERG WT inh – qHTS for Inhibitors of KCHN2 3.1: Wildtype qHTS; U2OS, BacMam KCNH2, thallium flux FluxOr; stronger effect = lower value; activity change, % at 1.84 µM; actives 0.37% (n = 340,000); AID 720551, 2013;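 active = maximum activity change below -70%; inconclusive = maximum activity change between -70% and -50%; inactive = maximum activity change above -50%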; also: % is scaled to controls: 0 for no effect and ±100 for the full control effect
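U2OS cells transduced with wild-type KCNH2 virus are loaded with FluxOr dye for 45 min, and thallium flux is measured in kinetic reads before and after stimulation buffer. Rate constants are normalized to DMSO controls.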
* marks the source's active call; other numbers are inactive results; ? = inconclusive; . = not tested or not shown; [ ] = another dose, or the depositor's remark. Unless noted, calls follow the shape of the dose curve; as a rule, active = well fitted curve in the direction sought with a large enough effect; inconclusive = small, poorly fitted or top-dose-only effect, or another doubt; inactive = no such curve, though single readings can be large; an effect the other way counts as inactive or inconclusive.

SMILES	A-T KAP1 phos	Giardia kill	Tb PFK inh	TSHR antagonist	CXXC DNA block	GALK inh	Coupling enz	BCR signal inh	TCR act	hERG WT inh
CCN1CCN(c2ncc(C(=O)N3CCCc4ccccc43)c3ccccc23)CC1	-2%	3	18%	2	6%	-1%	-1	-7%	-5%	0
O=C(CN1CCN(c2ccccc2F)CC1)NCc1ccc(Cl)cc1	9%	19	0%	14	-6%	5%	-1	-3%	10%	32
Cc1ccccc1C(=O)NC(=S)NCc1ccccc1	22%	-20	2%	-9	-4%	0%	0	1%	-4%	4
CCN(CC)C(=O)Cn1cc(C(=O)C(=O)N2CCN(c3ccc([N+](=O)[O-])cc3)CC2)c2ccccc21	7%	-4	2%	22	17%	0%	.	1%	4%	-7
COc1ccc(/C=C\c2cc(OC)c(OC)cc2CC[N+](C)(C)C)cc1OC	3%	13	-7%	-14	-6%	11%	0	?	6%	-11
CC(=O)Nc1sc(-c2ccc(Cl)cc2)nc1-c1ccccc1	14%	-6	2%	-13	-6%	-4%	1	?	3%	4
CCCCSc1cc(=O)n(-c2ccccc2)nc1C(=O)OCC	.	0	-1%	6	-6%	-1%	1	5%	-12%	0
CN(C(=O)COC(=O)COc1ccccc1F)C1CCS(=O)(=O)C1 (stereo not drawn)	2%	0	-5%	1	15%	3%	3	3%	1%	1
CCOc1ccc(-n2c(SCC(N)=O)nnc2-c2cccnc2)cc1	1%	2	-1%	-4	-9%	1%	3	9%	-3%	0
CC(=O)Nc1ccc(NC(=O)C(C)OC(=O)CNS(=O)(=O)c2cccc(Cl)c2)cc1 (stereo not drawn)	-3%	-24	2%	3	-3%	16%	-2	3%	-2%	-2
CCOc1ncccc1C(=O)NCc1ccccc1F	3%	1	3%	7	4%	1%	5	3%	4%	-23
O=C(COC(=O)c1nc(Cl)ccc1Cl)NCc1cccs1	-3%	2	1%	-2	.	.	.	0%	-8%	4
COc1cc(CN2CCN(C(=O)c3ccccc3F)CC2)cc(OC)c1OC	-1%	8	2%	10	-1%	-1%	0	-7%	4%	1
CN1CCN(CC(=O)n2c3c(c4ccccc42)CCCC3)CC1	9%	0	-5%	-3	6%	-3%	-47*	-1%	2%	0
CSc1ccccc1NC(=O)Cn1nc([N+](=O)[O-])cc1C	2%	1	-24%	-1	-8%	11%	-1	-1%	0%	4
CS(=O)(=O)N1N=C(c2ccco2)CC1c1cccc([N+](=O)[O-])c1 (stereo not drawn)	-10%	9	-18%	11	-9%	0%	5	-5%	2%	7
Cc1cc(NC(=O)c2ccc(Cl)cc2)n(CCOC(=O)c2ccc(Cl)cc2)n1	6%	5	-2%	7	-4%	0%	0	4%	2%[46.1 µM]	-98*
O=c1c(O)cccc2cc(O)c(O)c(O)c12	8%	-21	6.7µM*	-6	?	.	-36*	13%	13%	-7
O=C(CCNC(=O)c1ccco1)Nc1ccccc1	-5%	6	2%	-3	29%	-3%	1	6%	6%	1
O=C(NCCCn1ccnc1)c1cccnc1	3%	14	2%	-4	-3%	-1%	0	5%	4%[46.1 µM]	-4
CC(C)c1nnc(NC(=O)c2cc3cc(Br)ccc3oc2=O)s1	6%	-19	0%	-8	?	-1%	0	?	-3%	1
Cc1ccccc1OCC(=O)NNC(=O)Cn1[nH]c(=O)c2ccccc2c1=O	10%	0	0%	-6	.	.	.	-10%	0%	1
CCOc1ccc(Br)cc1S(=O)(=O)Nc1cccnc1	-2%	9	0%	-3	2%	-2%	0	0%	-6%	-6
COCC1CCN(Cc2cn[nH]c2-c2ccc(OC)c(F)c2)C1 (stereo not drawn)	-13%	10	0%	0	15%	7%	2	-1%	2%	1
CCOC(=O)C1(C)/C(=N/Nc2cccc(Cl)c2)C(=O)C(=O)N1c1ccccc1 (stereo not drawn)	-12%	4	2%	7	?	3%	4	-8%	4%	4

In another format: three of the compounds above.
O=c1c(O)cccc2cc(O)c(O)c(O)c12
  A-T KAP1 phos: 8%
  Giardia kill: -21
  Tb PFK inh: 6.7µM*
  TSHR antagonist: -6
  CXXC DNA block: ?
  GALK inh: .
  Coupling enz: -36*
  BCR signal inh: 13%
  TCR act: 13%
  hERG WT inh: -7
CN1CCN(CC(=O)n2c3c(c4ccccc42)CCCC3)CC1
  A-T KAP1 phos: 9%
  Giardia kill: 0
  Tb PFK inh: -5%
  TSHR antagonist: -3
  CXXC DNA block: 6%
  GALK inh: -3%
  Coupling enz: -47*
  BCR signal inh: -1%
  TCR act: 2%
  hERG WT inh: 0
CCOc1ccc(-n2c(SCC(N)=O)nnc2-c2cccnc2)cc1
  A-T KAP1 phos: 1%
  Giardia kill: 2
  Tb PFK inh: -1%
  TSHR antagonist: -4
  CXXC DNA block: -9%
  GALK inh: 1%
  Coupling enz: 3
  BCR signal inh: 9%
  TCR act: -3%
  hERG WT inh: 0

New compounds follow.
SMILES	A-T KAP1 phos	Giardia kill	Tb PFK inh	TSHR antagonist	CXXC DNA block	GALK inh	Coupling enz	BCR signal inh	TCR act	hERG WT inh
CCOc1ccc(NC(=O)CCC(=O)NNC(=O)c2ccccc2Cl)cc1	-9%	-22	3%	31	2%	-9%	.	12%	-6%	0
O=C(COC(=O)c1cncc(Br)c1)NCc1ccccc1	1%	23	-1%	15	0%	2%	2	?	2%	6
COc1ccc(Oc2nc(-c3ccccn3)ncc2OC)cc1	2%	9	7%	-2	15%	0%	-7	?	.	-6
COc1ccc(OC)c(NC(=O)Cn2c(-c3ccc(Cl)cc3)noc2=O)c1	-6%	-22	2%	20	4%	2%	2	-4%	2%	-23
COc1ccc(C(=O)Nc2c3c(nn2-c2cccc(Cl)c2)CS(=O)C3)cc1 (stereo not drawn)	.	28	3%	-5	4%	3%	3	-5%	-3%	-3
Cc1cccc(NC(=O)C2CCN(c3nccc(C)n3)CC2)c1	-6%	8	2%	4	1%	1%	-2	-2%	-4%	-2
Cc1ccc(C(=O)NCCN2CCOCC2)c(Cl)c1	-1%	8	2%	-1	15%	4%	-1	2%	-4%	1
Nc1nnnn1/N=C/c1cc(Cl)cc(Cl)c1OCc1ccc(Cl)cc1Cl	.	-15	3%	10	34%[activator]	3%	0	19%	1%	7
O=C(NCc1ccccc1)C(c1ccco1)N(C(=O)c1csnn1)C1CC1 (stereo not drawn)	-3%	-20	0%	3	7%	-1%	-2	6%	-1%	-5
Cc1nc(CCNC(=O)COc2ccccc2)cs1	1%	-17	3%	15	2%	2%	3	?	7%	-1
O=C(Cn1c(NCCO)nc2ccccc21)c1ccc([N+](=O)[O-])cc1	1%	30[activator]	-2%	4	1%	4%	-1	?	0%	29
CCCN(CCC)c1nc(Cl)nc(NCCN2CCOCC2)n1	4%	-5	2%	-5	-6%	4%	-4	6%	-6%	-6
CCCCCn1c(=O)c(Cc2ccccc2)c(O)c2ccccc21	1%	-6	-3%	-11	-4%	-1%	0	10%	-1%[46.1 µM]	-4
Cc1n[nH]c(=S)n1-c1cccc(Cl)c1	4%	12	-3%	-5	10%	1%	1	-1%	0%[46.1 µM]	3
Cc1ccnc(-n2sc3ccccc3c2=O)n1	.	-3	7.6µM*	-22	94%[activator]	2%	0	?	-1%	-1
CC(=O)OC1CC(n2ccc(NC(=O)c3ccccc3)nc2=O)OC1CO (stereo not drawn)	3%	-4	1%	-8	4%	0%	4	-1%	-5%	20

Sorted by value in GALK inh (rising): some entries from above
Compound | Tb PFK inh | TSHR antagonist | CXXC DNA block | GALK inh | TCR act
CCCCCn1c(=O)c(Cc2ccccc2)c(O)c2ccccc21 | -3% | -11 | -4% | -1% | -1%[46.1 µM]
Nc1nnnn1/N=C/c1cc(Cl)cc(Cl)c1OCc1ccc(Cl)cc1Cl | 3% | 10 | 34%[activator] | 3% | 1%
Cc1ccc(C(=O)NCCN2CCOCC2)c(Cl)c1 | 2% | -1 | 15% | 4% | -4%
